SW480 rereplic – induces DNA re-replication in SW480 colon adenocarcinoma cells; SW480 DNA re-replication, Hoechst DNA content imaging, 48 h; Potency, µM (doses to about 46.1 µM), for inactives: top-dose re-replication activation, actives largely listed as activators; 340,000 compounds, 1.8% hits; AID 624297; also: potency is read from the fitted curve at half-maximal effect; % of control where 0% means no effect; nearly all actives have a fitted effect of over 55% in size
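Quantitative HTS format with DMSO vehicle controls; 48 hr drug incubation at 37 C, then 40 min Hoechst staining and scanning imager measurement at 405 nm excitation.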
HT1080NT lethal – kills 2HG-producing HT-1080-NT fibrosarcoma cells | HT-1080-NT fibrosarcoma viability, CellTiter-Glo ATP luminescence, 48 h | Potency, µM (series often up to 46.1 µM), for the others: at the top dose activity, negative = less viability, actives largely listed as cytotoxic | 360,000 compounds, 1.6% hits | AID 686970;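 also: NT is the 2HG producing partner of a matched IDH1 knockdown line; potency is read from the fitted curve at half-maximal effect; 0% = DMSO-treated cells and -100% = media-only wells without cells; nearly all actives have a fitted effect of over 55% in size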
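Viability of the 2HG-overproducing fibrosarcoma line after 48 hours of compound exposure at 37 degrees C was determined by luminescence with CellTiter-Glo, and concentration-effect curves were then fitted and categorized.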
KB-3-1 cytotox – KB-3-1 parental cell cytotoxicity; KB-3-1 viability, CellTiter-Glo ATP luminescence, 72 h; Potency, µM (doses to about 46.1 µM), inactives show at the top dose activity change, negative = cytotoxic, actives largely listed as cytotoxic; 400,000 compounds, 1.4% hits; also: potency is read from the fitted curve at half-maximal effect; % is scaled to controls: 0 for no effect and ±100 for the full control effect; nearly all actives have a fitted effect of over 60% in size
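72 h, 37 °C compound treatment of KB-3-1 parental cells; CellTiter-Glo added, 10 min, luminescence read. Data corrected against DMSO-only plates and normalized before curve fitting.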
IL-1B inflam inh – inflammasome signaling inhibition, IL-1 beta readout | THP-1 LPS/ATP IL-1B secretion, AlphaLISA, 16 h; stronger effect = lower value | activity change, % at 57.5 µM | 360,000 compounds, 4.7% hits | AID 743279; in the data active = activity change below about -50%; inconclusive = mostly about -30% to -49%; also: % is scaled to controls: 0 for no effect and ±100 for the full control effect
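THP-1 cells pretreated 1 hr with compounds (up to 57.5 uM final), then stimulated with LPS (250 ng/mL final) plus ATP (1.25 mM final); secreted IL-1B measured by AlphaLISA after 16 hr, decreased signal indicating inhibition.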
DRD3 agonist – D3 dopamine receptor (human) agonism; P35462; D3R DiscoveRx beta-arrestin cells, luminescence, 90 min; max activation, %; 410,000 compounds, 0.58% hits; AID 652048; in the data active = max activation above about 30%; also: 0% is about no effect; mostly tested at two doses, the higher about 12 µM
Target sequence (P35462 whole entry, looked up): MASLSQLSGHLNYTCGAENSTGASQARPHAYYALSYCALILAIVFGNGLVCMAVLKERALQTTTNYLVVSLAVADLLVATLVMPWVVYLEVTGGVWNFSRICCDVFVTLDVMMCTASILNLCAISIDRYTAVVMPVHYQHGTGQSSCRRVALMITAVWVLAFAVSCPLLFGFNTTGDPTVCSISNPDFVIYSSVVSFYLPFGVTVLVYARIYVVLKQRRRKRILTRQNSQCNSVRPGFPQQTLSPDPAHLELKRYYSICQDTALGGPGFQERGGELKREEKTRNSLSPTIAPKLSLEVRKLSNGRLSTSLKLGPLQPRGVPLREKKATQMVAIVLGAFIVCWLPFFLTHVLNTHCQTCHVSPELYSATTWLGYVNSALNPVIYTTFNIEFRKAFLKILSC
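Agonist-mode cell screen: cells plated at 1500/well and incubated overnight at 37 °C, then exposed to library compounds for 90 min at 37 °C. Detection reagent was added for 30–60 min at room temperature, and luminescence was read.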
HT1080 IDH1KD tx – kills HT-1080 cells with IDH1 knockdown. Potency, µM (top dose mostly 46.1 µM), without a hit: at the highest dose activity, negative = toxicity, actives largely listed as cytotoxic. HT-1080 IDH1 knockdown viability, ATP luminescence, 48 h. 360,000 compounds, 2% hits;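 also: potency is read from the fitted curve at half-maximal effect; 0% = DMSO wells and -100% = cell-free medium wells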
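In this qHTS, HT-1080 cells depleted of IDH1 are exposed for 48 h at 37 °C to compound titrations. Toxicity is scored from CellTiter-Glo luminescence, with DMSO as full viability and medium alone as none.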
GLP-1R agonist – agonists of human GLP-1 receptor | P43220 | HEK293 GLP-1R CRE-luciferase, luminescence, 4-6 h; cells express a hypersensitive GLP-1R form | Potency, µM (titrated, usually from 45.6 µM), for inactives: top-dose activation, most hits filed as activators | 380,000 compounds, 0.007% hits | AID 624172; also: potency is read from the fitted curve at half-maximal effect; % of control where 0% means no effect
Target sequence (P43220 whole entry, looked up): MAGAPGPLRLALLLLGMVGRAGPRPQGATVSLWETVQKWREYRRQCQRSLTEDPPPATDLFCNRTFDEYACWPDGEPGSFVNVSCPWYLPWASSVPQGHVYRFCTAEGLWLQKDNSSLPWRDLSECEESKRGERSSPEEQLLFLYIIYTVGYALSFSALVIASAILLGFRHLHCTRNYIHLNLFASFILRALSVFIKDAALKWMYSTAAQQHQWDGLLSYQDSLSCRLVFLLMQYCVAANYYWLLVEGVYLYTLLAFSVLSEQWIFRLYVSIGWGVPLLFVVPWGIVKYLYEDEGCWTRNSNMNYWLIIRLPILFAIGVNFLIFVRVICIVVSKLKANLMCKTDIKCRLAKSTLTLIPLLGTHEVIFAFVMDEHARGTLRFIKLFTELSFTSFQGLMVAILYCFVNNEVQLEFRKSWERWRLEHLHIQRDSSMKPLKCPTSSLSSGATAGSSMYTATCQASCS
KB-V1 cytotox – kills drug-selected multidrug resistant KB-V1 cells; KB-V1 MDR cells viability, CellTiter-Glo, 72 h; Potency, µM (titrated, usually from 46.1 µM), without a hit: top-dose activity change, negative = cytotoxicity, hits mostly cytotoxic; 400,000 compounds, 3.4% hits; also: potency is read from the fitted curve at half-maximal effect; % is scaled to controls: 0 for no effect and ±100 for the full control effect; nearly all actives have a fitted effect of over 60% in size
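KB-V1 cells (P-gp-expressing MDR subline of KB-3-1) in phenol-red-free DMEM with 10% FBS were exposed to library compounds over a concentration series for 72 h at 37 degrees C. Viability read by CellTiter-Glo luminescence; concentration-effect curves fitted after normalization.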
D3 antag – antagonists of human D3 dopamine receptor; D3R cells, DiscoveRx beta-arrestin luminescence, antagonist mode; stronger effect = lower value; 360,000 compounds, 2.5% hits; max response, negative = inhibition, %; AID 652054; in the data active = max response below about -50%; inconclusive = no clear call, values can overlap the other calls; also: % is scaled to controls: 0 for no effect and ±100 for the full control effect; mostly tested at two doses, the higher about 12 µM
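Cells plated overnight at 1500 cells/well, then exposed to library compounds with dopamine controls for 90 minutes at 37 degrees C. DiscoveRx reagent added for 30–60 minutes at room temperature; luminescence read, quantitative HTS format.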
* = called active by the depositor; [ ] = remark or other dose. Unless noted, calls follow the shape of the dose curve; as a rule, active = well fitted curve in the direction sought with a large enough effect; inconclusive = small, poorly fitted or top-dose-only effect, or another doubt; inactive = no such curve, though single readings can be large; an effect the other way counts as inactive or inconclusive. Random draw from the library; any-hit rate near 12%.

O=C(CCn1cccc1)NCc1ccc2c(c1)OCO2 was read as SW480 rereplic -7%, HT1080NT lethal 2%, KB-3-1 cytotox -2%, IL-1B inflam inh 2, DRD3 agonist -3, HT1080 IDH1KD tx -1%, GLP-1R agonist -3%, KB-V1 cytotox 14% and D3 antag -18.
O=C(Nc1nc2ccccc2s1)C1c2ccccc2Oc2ccccc21 was read as SW480 rereplic inconclusive, HT1080NT lethal -24%, KB-3-1 cytotox -1%, IL-1B inflam inh -5, DRD3 agonist -13, HT1080 IDH1KD tx -28%, GLP-1R agonist -12%, KB-V1 cytotox 18µM* and D3 antag -23.
Screening CC1=C(C#N)C(NC(=O)C2CCCCC2)(C(F)(F)F)C(=O)N1 (configuration not stated) returned SW480 rereplic -6%, HT1080NT lethal 1%, KB-3-1 cytotox -1%, IL-1B inflam inh 0, DRD3 agonist -8, HT1080 IDH1KD tx -1%, GLP-1R agonist -14%, KB-V1 cytotox 18% and D3 antag -20.
Screening Cc1cc(NC(=O)COC(=O)c2ccccc2[N+](=O)[O-])no1 returned SW480 rereplic -41%[inhibitor], HT1080NT lethal 6%, KB-3-1 cytotox -4%, IL-1B inflam inh 23, DRD3 agonist -1, HT1080 IDH1KD tx 1%, GLP-1R agonist -4%, KB-V1 cytotox 23% and D3 antag 4.
`O=C(CNCc1ccc(Cl)cc1)Nc1cc(S(=O)(=O)N2CCCC2)ccc1Cl` gave SW480 rereplic 11%, HT1080NT lethal 4%, KB-3-1 cytotox 0%, IL-1B inflam inh -3, DRD3 agonist -7, HT1080 IDH1KD tx -2%, GLP-1R agonist 2%, KB-V1 cytotox 0% and D3 antag -30.
`O=C(CS(=O)(=O)c1ccc(Cl)cc1)NCc1ccccc1` gave SW480 rereplic -35%, HT1080NT lethal 0%, KB-3-1 cytotox 4%, IL-1B inflam inh -3, DRD3 agonist -2, HT1080 IDH1KD tx 12%, GLP-1R agonist -2%, KB-V1 cytotox -21% and D3 antag -12.
`Cc1ccc(-n2nnnc2SCC(=O)Nc2ncc(Cc3ccccc3Cl)s2)cc1` gave SW480 rereplic -4%, HT1080NT lethal 11%, KB-3-1 cytotox -4%, IL-1B inflam inh -1, DRD3 agonist 4, HT1080 IDH1KD tx 17%, GLP-1R agonist 2%, KB-V1 cytotox -10% and D3 antag 7.
CS(=O)(=O)N(CC(=O)N1CCN(c2ccccc2F)CC1)C1CCCCC1 was read as SW480 rereplic 21%, HT1080NT lethal -1%, KB-3-1 cytotox -4%, IL-1B inflam inh 5, DRD3 agonist -14, HT1080 IDH1KD tx -1%, GLP-1R agonist -7%, KB-V1 cytotox inconclusive and D3 antag -13.
`CS(=O)(=O)Nc1ccccc1C(=O)Nc1cc2c(cc1C(=O)O)OCCCO2` gave SW480 rereplic -2%, HT1080NT lethal -5%, KB-3-1 cytotox -1%, IL-1B inflam inh -1, DRD3 agonist 10, HT1080 IDH1KD tx -7%, GLP-1R agonist -3%, KB-V1 cytotox inconclusive and D3 antag -17.
For CC(C)c1ccc(-c2csc3ncnc(N4CCN(C)CC4)c23)cc1 the results were SW480 rereplic 5%, HT1080NT lethal 16µM*, KB-3-1 cytotox -23%, IL-1B inflam inh -92*, DRD3 agonist -34, HT1080 IDH1KD tx 21µM*, GLP-1R agonist 2%, KB-V1 cytotox -22% and D3 antag -72*.
`Cn1c(SCc2ccccc2F)nnc1-c1ccccn1` gave SW480 rereplic -5%, HT1080NT lethal 24%, KB-3-1 cytotox 0%, IL-1B inflam inh -3, DRD3 agonist -3, HT1080 IDH1KD tx 12%, GLP-1R agonist -2%, KB-V1 cytotox 7% and D3 antag -2.
For CCCCCCCCNC1=CC(=O)CC(C)(C)C1 the results were SW480 rereplic -11%, HT1080NT lethal -16%, KB-3-1 cytotox -7%, IL-1B inflam inh 13, DRD3 agonist 9, HT1080 IDH1KD tx -10%, GLP-1R agonist 6%, KB-V1 cytotox -13% and D3 antag -1.
For CC1CCC(NC(=O)CNC(=O)c2cccs2)CC1 (configuration not stated) the results were SW480 rereplic 2%, HT1080NT lethal 1%, KB-3-1 cytotox 13%, IL-1B inflam inh 36, DRD3 agonist -13, HT1080 IDH1KD tx 1%, GLP-1R agonist -6%, KB-V1 cytotox inconclusive and D3 antag -16.
For COCCOc1cc(N)c(Cl)cc1Cl the results were SW480 rereplic -3%, HT1080NT lethal 13%, KB-3-1 cytotox -1%, IL-1B inflam inh 1, DRD3 agonist -5, HT1080 IDH1KD tx 12%, GLP-1R agonist 4%, KB-V1 cytotox -5% and D3 antag -9.
COc1ccc(C(=O)NCC(c2cccnc2)N2CCN(c3ccccc3OC)CC2)cc1OC (configuration not stated) was read as SW480 rereplic 1%, HT1080NT lethal -7%, KB-3-1 cytotox 0%, IL-1B inflam inh 11, DRD3 agonist -9, HT1080 IDH1KD tx -7%, GLP-1R agonist 10%, KB-V1 cytotox 0% and D3 antag -20.
For O=C(c1c[nH]c2ccccc2c1=O)N1CCCCCC1 the results were SW480 rereplic -2%, HT1080NT lethal 13%, KB-3-1 cytotox -1%, IL-1B inflam inh -3, DRD3 agonist -5, HT1080 IDH1KD tx 16%, GLP-1R agonist 5%, KB-V1 cytotox 4% and D3 antag inconclusive.
Screening O=C(NCCNC(=O)c1ccc(F)cc1)c1ccc(F)cc1 returned SW480 rereplic -3%, HT1080NT lethal 8%, KB-3-1 cytotox 16%, IL-1B inflam inh 5, DRD3 agonist -7, HT1080 IDH1KD tx 3%, GLP-1R agonist 9%, KB-V1 cytotox 1% and D3 antag -4.
Screening CCC1CC2CC(NC(C)=O)C1C2 (configuration not stated) returned SW480 rereplic 1%, HT1080NT lethal 18%, KB-3-1 cytotox -2%, IL-1B inflam inh 9, DRD3 agonist -9, HT1080 IDH1KD tx 6%, GLP-1R agonist 9%, KB-V1 cytotox 28% and D3 antag 0.
For COc1ccc(C)cc1-n1c(SCC(=O)Nc2cccc(C(=O)O)c2)nc2ccccc2c1=O the results were SW480 rereplic -1%, HT1080NT lethal 0%, KB-3-1 cytotox 4%, IL-1B inflam inh -7, DRD3 agonist -12, HT1080 IDH1KD tx -1%, GLP-1R agonist -4%, KB-V1 cytotox inconclusive and D3 antag -6.
Screening O=C(c1ccco1)N1CCN(c2cc(N3CCOCC3)c(F)cc2[N+](=O)[O-])CC1 returned SW480 rereplic 2%, HT1080NT lethal -3%, KB-3-1 cytotox 0%, IL-1B inflam inh -9, DRD3 agonist -1, HT1080 IDH1KD tx inconclusive, GLP-1R agonist 15%, KB-V1 cytotox -5% and D3 antag -11.
CN1/C(=C\C(=O)Nc2ccc(Br)cc2)C(C)(C)c2ccccc21 was read as SW480 rereplic 1%, HT1080NT lethal -3%, KB-3-1 cytotox 9%, IL-1B inflam inh -2, DRD3 agonist -12, HT1080 IDH1KD tx -1%, GLP-1R agonist -8%, KB-V1 cytotox inconclusive and D3 antag -14.
`CCOC(=O)N1CCC(=NNc2ccnc3cc(Cl)ccc23)CC1` gave SW480 rereplic 0%, HT1080NT lethal -22%, KB-3-1 cytotox -8%, IL-1B inflam inh 19, DRD3 agonist -9, HT1080 IDH1KD tx -28%, GLP-1R agonist 8%, KB-V1 cytotox -25% and D3 antag -12.
`CN(C(=O)c1ccc(NC(=O)Cc2ccc(NC(=O)C3CCCN(C(=O)C4CCC4)C3)cc2)cc1)C1CC1` (configuration not stated) gave SW480 rereplic 1%, HT1080NT lethal -14%, KB-3-1 cytotox 6%, IL-1B inflam inh 8, DRD3 agonist -6, HT1080 IDH1KD tx 10%, GLP-1R agonist -1%, KB-V1 cytotox 29% and D3 antag -14.
Screening CN(Cc1ccccn1)C(=O)C1CCC(=O)N(Cc2cccc(F)c2)C1 (configuration not stated) returned SW480 rereplic -4%, HT1080NT lethal 4%, KB-3-1 cytotox 3%, IL-1B inflam inh -2, DRD3 agonist 4, HT1080 IDH1KD tx 4%, GLP-1R agonist 1%, KB-V1 cytotox 1% and D3 antag 9.
`O=C(CN1CCN(c2ccc(F)cc2)CC1)OCc1ccccc1` gave SW480 rereplic -3%, HT1080NT lethal 2%, KB-3-1 cytotox 17%, IL-1B inflam inh -8, DRD3 agonist -47, HT1080 IDH1KD tx -2%, GLP-1R agonist 3%, KB-V1 cytotox -29% and D3 antag inconclusive.
Screening O=C1NC[C@H](Cc2ccccc2)N(C[C@@H]2CCCN2C[C@H](Cc2ccc(O)cc2)N2C[C@H](Cc3ccc(O)cc3)N(CC3CCCCC3)C(=O)C2=O)C1=O returned HT1080NT lethal inconclusive, KB-3-1 cytotox 13%, IL-1B inflam inh inconclusive, DRD3 agonist 0, HT1080 IDH1KD tx inconclusive, GLP-1R agonist -1%, KB-V1 cytotox 2% and D3 antag 20.
O=C(COc1cccnc1[N+](=O)[O-])N1CCN(S(=O)(=O)c2ccccc2)CC1 was read as HT1080NT lethal 5%, KB-3-1 cytotox 0%, IL-1B inflam inh 8, DRD3 agonist -1, HT1080 IDH1KD tx 3%, GLP-1R agonist -14%, KB-V1 cytotox 0% and D3 antag -17.
`CCc1ccc(/C=N/NC(=S)NCCc2ccccc2)cc1` gave SW480 rereplic -5%, HT1080NT lethal 1%, KB-3-1 cytotox 3%, IL-1B inflam inh 13, DRD3 agonist -1, HT1080 IDH1KD tx -4%, GLP-1R agonist 7%, KB-V1 cytotox 11% and D3 antag -10.

Bioassay records deposited in PubChem by National Center for Advancing Translational Sciences (NCATS).
